Compound activity from PubChem BioAssay.
GALK inhibitor = qHTS Assay for Inhibitors of Human Galactokinase (GALK). P51570. Purified GALK, Kinase-Glo residual ATP luminescence. Potency, µM (top dose mostly 57.5 µM), for the others: at the highest dose activity change, negative = inhibition, hits mostly inhibitors. 270,000 compounds, 0.007% hits; note: potency is the fitted concentration of half-maximal effect; % is set by controls: 0 for no effect and ±100 for the full control effect
Target sequence (P51570 whole entry, looked up): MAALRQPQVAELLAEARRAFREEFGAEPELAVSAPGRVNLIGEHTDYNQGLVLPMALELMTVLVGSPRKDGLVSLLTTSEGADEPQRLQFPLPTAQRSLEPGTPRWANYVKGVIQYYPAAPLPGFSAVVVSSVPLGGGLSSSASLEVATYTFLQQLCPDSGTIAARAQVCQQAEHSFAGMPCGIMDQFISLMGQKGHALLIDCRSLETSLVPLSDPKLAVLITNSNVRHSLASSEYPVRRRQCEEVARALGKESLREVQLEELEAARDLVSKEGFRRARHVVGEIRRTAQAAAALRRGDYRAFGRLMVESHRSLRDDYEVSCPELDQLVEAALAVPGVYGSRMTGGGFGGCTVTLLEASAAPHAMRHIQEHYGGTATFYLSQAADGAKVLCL
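Kinase-Glo Plus luminescence measured ATP left after a 1 h room-temperature reaction. The reaction used 5 nM GALK, 100 uM galactose and 35 uM ATP at pH 8.0 (20 mM HEPES, 5 mM MgCl2, 60 mM NaCl, 1 mM DTT, 0.01% BSA).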
Giardia kill = Small Molecules that selectively kill Giardia lamblia: qHTS; Giardia lamblia trophozoite viability; activity change, % at 7.66 µM, hits read low; 340,000 compounds, 0.15% hits; AID 540267, 2011; in the data active = activity change below about -80%; inconclusive = between about -30% and that limit;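 note: parasites exposed to compound for two days anaerobically before the ATP read; % is set by controls: 0 for no effect and ±100 for the full control effect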
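Media and compound were dispensed first, then trophozoites at 100 cells/well; plates sat 48 hrs at 37 deg C without oxygen before ATP luminescence reagent was added and read after 15-30 min at room temperature.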
Tb PFK inh = qHTS Assay to Find Inhibitors of T. brucei phosphofructokinase. 330,000 compounds, 0.17% hits. Potency, µM (highest dose often 57.5 µM), for inactives: at the top dose activity, negative = inhibition, actives largely listed as inhibitors. AID 485367, 2010. T. brucei PFK, ADP-Glo luminescence. ATP-dependent 6-phosphofructokinase (Trypanosoma brucei brucei), O15648;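 note: potency is the fitted concentration of half-maximal effect; 0% = uninhibited 1x PFK enzyme wells and -100% = no-enzyme wells; nearly all actives have a fitted effect of over 60% in size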
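Activity is normalized to no-enzyme wells (full inhibition) and 1.25 nM enzyme wells (no inhibition). Reaction: 0.5 mM F6P, 0.1 mM ATP, 45 min RT, ADP-Glo luminescence; concentration-response curves fitted and classed by quality.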
Integrin act MD = qHTS for Activators of Integrin-Mediated Alleviation for Muscular Dystrophy; alpha7betagal myoblasts, beta-gal FDG fluorescence, 48 h; Potency, µM (highest dose often 38.3 µM), inactives show at the top dose activation, actives largely listed as activators; 350,000 compounds, 0.064% hits; AID 624291, 2012;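 note: potency is the fitted concentration of half-maximal effect; 100% = response of the positive control SU9516; nearly all actives have a fitted effect of over 60% in size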
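Alpha7betagal+/- myoblasts (passage 13) were plated 16-24 hr, then exposed to compounds (1:260 dilution of DMSO stock) for 48 hours at 37C. After MPER lysis, β-galactosidase reporter activity was read as FDG fluorescence (ex 480/em 540) after 30 minutes.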
BCR signal inh = qHTS Assay to Find Inhibitors of Chronic Active B-Cell Receptor Signaling; 340,000 compounds, 0.05% hits; Potency, µM (doses to about 46.1 µM), for inactives: at the highest dose ratio change, negative = lower green/red ratio, usual class: inhibitors; ABC-DLBCL IkBa-CBG/CBR reporter, luminescence ratio, 4 h; active = well fitted inhibition curve with a large enough effect in the signal ratio, with a control signal flat, not every such curve was filed as active; inconclusive = small, poorly fitted or top-dose-only effect, or effect the other way, or a change in a side signal; the % refers to the signal ratio;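 note: potency is the fitted concentration of half-maximal effect; plate controls were basal doxycycline-induced cells for no effect and cells given 10 µM MG132 for full effect; MG132 reads +100%, hits lower the ratio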
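Compounds up to 46 uM were incubated four hours with TMD8 cells whose green CBG68 luciferase is fused to IkappaBalpha; red CBR luminescence normalised the signal, and concentration-effect curves were fitted to fusion, red and ratio data.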
Menin-MLL TR inh = qHTS Assay for Inhibitors Targeting the Menin-MLL Interaction in MLL Related Leukemias: Competition With Texas Red Labeled MLL-derived Mutant Peptide; Menin + Texas Red MLL mutant peptide, fluorescence polarization; Potency, µM (series often up to 61.6 µM), for inactives: top-dose FP activity change, negative = inhibition, most hits filed as inhibitors; 270,000 compounds, 0.23% hits; AID 1768, 2009; O00255; active = well fitted inhibition curve with a large enough effect in the polarisation, with a control signal flat, not every such curve was filed as active; inconclusive = small, poorly fitted or top-dose-only effect, or effect the other way, or a change in a side signal; inactive = no such curve, though single readings can be large or run the other way; the % refers to the polarisation; note: potency is the fitted concentration of half-maximal effect; % of control where 0% means no effect; many of its hits are not listed in these tables
PKM2 activator = qHTS Assay for Activators of Human Muscle isoform 2 Pyruvate Kinase. purified PKM2, Kinase-Glo ATP luminescence, activation; response scale: 0% is enzyme alone, no compound. Potency, µM (highest dose often 57.5 µM), for the others: top-dose activation, most hits filed as activators. 260,000 compounds, 0.34% hits; note: potency is the fitted concentration of half-maximal effect; % is set by controls: 0 for no effect and ±100 for the full control effect; nearly all actives have a fitted effect of over 55% in size
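Purified hPK-M2 (>95% pure) converted ADP (0.1 mM final) to ATP with 0.5 mM PEP in 50 mM imidazole pH7.2, KCl, MgCl2, Tween 20, BSA; 1 h at room temperature. ATP detected by Kinase-Glo luminescence.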
TSG101-PTAP inh = qHTS Assay for Iinhibitors of HIV-1 Budding by Blocking the Interaction of PTAP/TSG101 | 340,000 tested, under 10 active | Potency, µM (top dose mostly 115 µM), for inactives: top-dose activity change, negative = inhibition, most hits filed as inhibitors | Fluorescence polarization, FITC-PTAP peptide / Tsg101 binding | Tumor susceptibility gene 101 protein (Homo sapiens), Q99816 | AID 493005, 2010; active = well fitted inhibition curve with a large enough effect in the main read-out, with a control signal flat, not every such curve was filed as active; inconclusive = small, poorly fitted or top-dose-only effect, or effect the other way, or a change in a side signal; inactive = no such curve, though single readings can be large or run the other way; note: potency is the fitted concentration of half-maximal effect; % of control where 0% means no effect
Target sequence (Q99816 whole entry, looked up): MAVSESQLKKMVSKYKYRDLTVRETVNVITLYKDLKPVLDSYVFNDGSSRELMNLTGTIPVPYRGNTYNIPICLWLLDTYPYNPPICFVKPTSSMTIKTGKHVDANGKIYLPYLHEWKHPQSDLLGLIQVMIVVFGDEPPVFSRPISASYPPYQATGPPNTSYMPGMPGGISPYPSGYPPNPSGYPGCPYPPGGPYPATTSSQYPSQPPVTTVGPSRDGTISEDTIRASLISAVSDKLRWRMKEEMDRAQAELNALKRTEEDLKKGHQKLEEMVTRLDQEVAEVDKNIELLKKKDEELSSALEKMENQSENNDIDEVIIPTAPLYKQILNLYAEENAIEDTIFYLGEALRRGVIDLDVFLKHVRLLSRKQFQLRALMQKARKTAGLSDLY
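Tsg101 binding domain (10 uM final) was mixed with compound and a FITC-labeled PTAP peptide (50 nM final) in HEPES pH 7.5 buffer with NaCl, Tween 20, EDTA and TCEP; fluorescence polarization was read after 20 min at r.t.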
Coupling enz = qHTS Assay for Inhibitors of Fructose-1,6-bisphosphate Aldolase from Giardia Lamblia: Coupling assay counterscreen. coupling enzyme system counterscreen, AmpLite Red fluorescence. activity change, negative = inhibition, % at 58.2 µM, hits read low. 290,000 compounds, 0.67% hits. AID 2472, 2010; in the data active = activity change below about -30%; note: % is set by controls: 0 for no effect and ±100 for the full control effect
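Counterscreen lacking aldolase: glyceraldehyde-3-phosphate coupling-enzyme reagent preincubated 10 min at RT with compound (at 57.5 uM final), then substrate/coupling system with AmpLite Red added; fluorescence read at 525/598 nm after 20 min RT.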
B2AR arrestin = qHTS assay of beta-arrestin-biased ligands of beta2-adrenergic receptor. 330,000 compounds, 0.02% hits. beta-arrestin recruitment to beta2AR, cell-based reporter. Potency, µM (highest dose often 46.1 µM), inactives show at the highest dose activation, usual class: activators. Beta-2 adrenergic receptor (Homo sapiens), P07550;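 note: potency is the fitted concentration of half-maximal effect; 0% = DMSO controls and full agonism = EC100 isoproterenol or metaproterenol; nearly all actives have a fitted effect of over 65% in size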
S-ASM inh = Inhibitors of Secretory Acid Sphingomyelinase (S-ASM): qHTS. placental ASM, HMU-PC fluorogenic substrate, 60 min. AID 504937, 2011. 340,000 compounds, 0.006% hits. Sphingomyelin phosphodiesterase (Homo sapiens), P17405. Potency, µM (series often up to 57.5 µM), for the others: at the highest dose activity change, negative = inhibition, most hits filed as inhibitors; note: potency is the fitted concentration of half-maximal effect
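Fluorogenic HMU-PC substrate (9 uM final) is turned over by placental ASM in 60 min at 37 C after a 10 min compound preincubation. Reaction ended by alkaline stop (pH 10), with fluorescence read at 386/447 nm.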
Active calls of the source: *; ? = inconclusive; . = no result given; [ ] = remark or other dose. Unless noted, calls come from the whole dose curve; as a rule, active = well fitted curve in the direction sought with a large enough effect; inconclusive = small, poorly fitted or top-dose-only effect, or another doubt; inactive = no such curve, though single readings can be large; an effect the other way counts as inactive or inconclusive.

SMILES	GALK inhibitor	Giardia kill	Tb PFK inh	Integrin act MD	BCR signal inh	Menin-MLL TR inh	PKM2 activator	TSG101-PTAP inh	Coupling enz	B2AR arrestin	S-ASM inh
CC(C)Cc1nc2sc3c(=O)[nH]cnc3c2c2c1CCC2	-3%	-10	-6%	1%	0%	-1%	1%	-3%	-1	-1.0%	7%
CC1=C(CC(=O)NCC(=O)NCC(=O)O)c2cc(F)ccc2/C1=C/c1ccc(S(C)=O)cc1 (stereo not given)	3%	-11	0%	11%	2%	0%	.	-3%	2	0.2%	-2%
CC(C(=O)Nc1cccc(C#N)c1)N(C)CCOc1ccccc1 (stereo not given)	1%	-15	-5%	4%	0%	15%	-1%	1%	0	-0.6%	-4%
CN(Cc1ccc(F)cc1)C(=O)c1ccc(NC(=O)CC2SC(N3CCCC3)=NC2=O)cc1 (stereo not given)	.	4	-6%	17%	?	.	.	-6%	.	-0.2%	.
COc1cc2c(c3oc(=O)cc(CC(=O)O)c13)CCC(C)(C)O2	12%	5	10%	2%	?	-10%	.	-5%	1	-0.1%	59%[activator]
Cc1ccc(-c2csc(C(C#N)=C3CCCC3)n2)cc1	0%	8	-4%	32%	4%	-17%	-14%	3%	.	-1.2%	-1%
O=C(O)CCN1CCN(S(=O)(=O)c2ccc3ccccc3c2)CC1	-2%	-4	0%	-16%	0%	-12%	3%	-13%	0	0.3%	0%
O=C(c1cccc(-n2cnnn2)c1)N1CCOCC1	-3%	4	.	-2%	.	?	-1%	-6%	-3	.	2%
CCn1c(/C=N/NC(=O)c2ccc(OC)cc2)nc2ccccc21	.	2	0%	-21%	-1%	-14%	5%	-4%	-1	-0.4%	0%
CCOc1ccc2nc(N3CCCC(C(=O)NCCCN4CCCCC4)C3)sc2c1 (stereo not given)	4%	25	1%	-61%[inhibitor]	?	.	.	-8%	.	-0.1%	-2%
CCc1[nH]nc(C(=O)N/N=C/c2ccncc2)c1C	-3%	4	1%	17%	?	.	-9%	-3%	.	-0.3%	2%
CCCNC(=O)N1CCN(C(=O)NCCC)CC1	-3%	-7	0%	7%	?	6%	-1%	-2%	0	-0.1%	2%
O=C(COC(=O)c1ccc(O)cc1)NCC1CCCO1 (stereo not given)	-1%	-2	-6%	5%	-4%	-4%	-3%	-3%	-1	0.0%	-2%
O=C(Cc1ccccc1)NCC(=O)Nc1ccc(OC(F)(F)F)cc1	15%	-24	-8%	-13%	10%	1%	0%	-2%	1	0.5%	-2%
COc1ccccc1CNS(=O)(=O)CCNC(=O)c1ccccc1	.	-6	0%	15%	?	.	.	-10%	.	-0.6%	5%
O=C1/C(=C/c2ccc(O)cc2)COc2ccccc21	2%	-21	-8%	-11%	?	4%	-19%	-6%	3	0.1%	-11%
O=C(NCCc1ccccc1)C1CC(=O)N(C2CCCCC2)C1 (stereo not given)	-1%	-6	2%	?	-3%	4%	0%	-3%	-23	0.2%	9%
Cc1cc(C(=O)CCC(=O)Nc2ncccc2C)c(C)s1	.	8	-6%	0%	?	.	.	-2%	.	-0.1%	1%
CCCCCC(=O)Nc1ccc(N2CCN(CC)CC2)c(Cl)c1	1%	8	1%	-41%	4%	-3%	-2%	-7%	0	-0.4%	4%
C=CCC[C@H](Cc1ccc(F)cc1)C(=O)OC[C@@H](C)NC(=O)[C@H](CC=C)CC(=O)N(CCO)Cc1ccccc1	.	-13	-22%	-27%	4%	.	.	-4%	.	0.2%	-1%
O=C(N[C@H]1C/C=C\C[C@H](CC(=O)N(CCO)Cc2ccccc2)C(=O)NC[C@H](c2ccccc2)OC1=O)OCC1c2ccccc2-c2ccccc21	.	7	0%	-23%	?	.	.	.	.	3.0%	-1%
CCOC(=O)c1sc2ccc(S(=O)(=O)N3CCCCC3)cc2c1N	-4%	-7	4%	-26%	?	32%[activator]	-2%	-3%	-1	0.6%	77%[activator]
CC(=O)Nc1ccc(NC(=O)Cc2sc(-c3cccnc3)nc2-c2ccc(C)cc2)cc1	8%	26	3%	-9%	-1%	35%[activator]	0%	0%	2	-0.2%	-18%
CCN(CC(=O)Nc1ccc(Br)cc1F)CC(=O)NC1CCS(=O)(=O)C1 (stereo not given)	.	7	0%	14%	0%	.	.	0%	.	0.0%	0%
O=C1CSC(c2cccnc2)N1Cc1cccnc1 (stereo not given)	0%	1	0%	0%	-7%	.	15%	-3%	0	-0.6%	-2%
CCC(C(=O)NCCCN1CCCCCC1)n1nc(C)c2sc3ccccc3c2c1=O (stereo not given)	0%	18	1%	28%	-2%	0%	.	4%	4	0.6%	2%
CCOC(=O)C1CCN(C(=O)CCc2ccccc2)CC1	0%	0	-9%	2%	9%	2%	-9%	-5%	0	-0.1%	2%
CCOc1ccc(S(=O)(=O)NCc2cccnc2)cc1C(C)C	1%	0	-3%	-28%	-7%	-7%	4%	0%	-1	4.3%	3%
O=c1[nH]c(Cc2ccccn2)nc2scc(-c3ccc(Cl)cc3)c12	-1%	-17	2%	36%	1%	17%	2%	1%	0	0.4%	-1%
Cc1cccc(N(C(=O)c2sc(C)nc2C)C(C(=O)NCc2ccco2)c2ccccc2)c1 (stereo not given)	-1%	-3	-6%	-12%	-4%	-22%	3%	-7%	0	-0.2%	-2%
COc1ccc(C(=O)NC(=S)N2CCC(C)CC2)cc1	-3%	-6	3%	-9%	4%	7%	1%	-4%	1	0.1%	2%
O=C(Nc1ccc(F)cc1F)c1noc2c1CCC2	1%	-10	-14%	-9%	?	-10%	-10%	-10%	1	0.3%	-1%
CCOc1ccc(C(=O)Nc2nnc(C(C)C)s2)cc1OCC	0%	1	0%	40%	1%	-6%	3%	-2%	1	-0.7%	2%
CCCS(=O)(=O)N1CCC(C(=O)NCCc2ccc(OC)c(OC)c2)CC1	-1%	8	-3%	4%	7%	-3%	-2%	-4%	10	-0.2%	0%
CC(C)C(=O)Nc1cccc(-c2nc3ccccc3o2)c1	-1%	4	-5%	15%	2%	1%	12%	2%	3	0.1%	-2%
CCN(CC)CCNC(=S)Nc1ccc2nc(N3CCCC3)cc(C)c2c1	-1%	-8	-4%	-53%[inhibitor]	?	-1%	2%	-7%	0	-0.4%	192%[activator]
Cn1c(=O)c2[nH]c(-c3ccccc3)c(O)c2n(C)c1=O	-1%	2	-3%	-44%[inhibitor]	15%	3%	1.4µM*	-15%	-3	0.3%	11%
Cc1cc(N2CCC(C(=O)NC3CC3)CC2)nc(-c2ccccc2)n1	1%	-3	-1%	1%	2%	11%	0%	-3%	-1	-1.1%	4%
CCNc1nc(OC)nc(SCC(=O)Nc2ccccc2)n1	7%	-2	2%	8%	-5%	-4%	-1%	-3%	-3	-0.1%	1%
CC1CCN(C(=O)COC(=O)c2cccc(S(=O)(=O)N(C)c3ccccc3)c2)CC1	.	-10	-6%	-12%	-5%	.	.	-5%	.	-0.1%	3%
Cc1ccc(-c2cc(C(=O)NCc3cn(C)nc3C)c3cc(Br)ccc3n2)cc1	-2%	-17	-1%	-18%	1%	9%	5%	-1%	1	-0.3%	1%
Fc1cnc(N2CCN(c3ccccc3)CC2)nc1N1CCN(c2ccccc2)CC1	.	-7	-5%	13%	0%	-10%	1%	1%	0	0.1%	.
CC(=O)C1=C(O)C(=O)N(c2ccc(O)cc2)C1c1ccc(Cl)cc1 (stereo not given)	-4%	-6	4%	15%	-1%	13%	-6%	-8%	7	6.4%	2%
N/C(=N\OC(=O)CCCc1ccccc1)c1cccc([N+](=O)[O-])c1	-3%	-17	0%	6%	14%	18%	-3%	0%	-1	0.2%	0%
CCN1C(=O)[C@H]2[C@@H](c3ccc(-c4ccccc4)c(OC)c3)N[C@@](CC(C)C)(C(=O)OC)[C@H]2C1=O	.	-4	-1%	1%	1%	.	.	-5%	.	0.1%	-2%

Some of the compounds tested; rates above refer to the full screens.
